TRHR ag: qHTS for Small Molecule Agonists and Allosteric Enhancers of Human TRH Receptor: Primary Screen for Agonists; TRHR cells, calcium flux fluo-8, FDSS agonist mode; activation, % at 2 µM; 360,000 tested, 0.18% active; AID 493084, 2011; in the data active = activation above about 30%; also: 0% is about no effect
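Steps: seed TRHR cells overnight; add fluo-8 no-wash Ca dye, RT 30 min–1.5 h; record 10 s baseline; pin-transfer compounds; monitor fluorescence 1 cycle/s for the agonist window. Calcium increases flag candidate agonists.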
Apoferritin bind: qHTS Assay for Identification of Novel General Anesthetics. AID 485281, 2010. Potency, µM (top dose mostly 77.5 µM), without a hit: top-dose activity change, negative = displacement, hits mostly inhibitors. 350,000 tested, 0.074% active. apoferritin/1-aminoanthracene competitive binding, fluorescence. Ferritin light chain (Equus caballus), P02791; also: potency is read from the fitted curve at half-maximal effect; % is scaled to controls: 0 for no effect and ±100 for the full control effect; nearly all actives have a fitted effect of over 20% in size
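10 uM apoferritin + 50% sat. 1-AMA, PBS; cpd 10 min RT; Ex380/Em535 endpoint; normalized to free probe vs complex; 4-param Hill fit; propofol titration as pos. ctrl.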
APE1 inh: qHTS Assay for Inhibitors of the Human Apurinic/apyrimidinic Endonuclease 1 (APE1); Potency, µM (top dose mostly 65.8 µM), inactives show at the top dose activity change, negative = inhibition, most hits filed as inhibitors; recombinant APE1, TAMRA/BHQ-2 abasic DNA cleavage fluorescence; 350,000 tested, 0.35% active; AID 2517, 2012;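 also: potency is read from the fitted curve at half-maximal effect; plate controls were vehicle for no effect and reference inhibitor for full effect; nearly all actives have a fitted effect of over 55% in size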
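APE1 at 0.75 nM preincubated 15 min at room temperature with compound. Reaction then started with 50 nM double-stranded THF-abasic substrate labelled with TAMRA/BHQ-2, and 525/598 nm fluorescence read kinetically. Activity taken as third-minus-first read difference, normalized to DMSO and NSC13755 controls.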
Pol beta inh: qHTS Assay for Inhibitors of DNA Polymerase Beta. AID 485314, 2010. 340,000 tested, 1.3% active. Pol beta primer extension/strand displacement, fluorescence kinetic. Potency, µM (highest dose often 114 µM), for the others: at the highest dose activity change, negative = inhibition, most hits filed as inhibitors; also: potency is read from the fitted curve at half-maximal effect; % is scaled to controls: 0 for no effect and ±100 for the full control effect
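Values derive from four-parameter Hill fits of normalized kinetic data: reads at 0 and 10 min following addition of 50 nM substrate to 10 nM Pol beta preincubated 15 min with compound.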
Pol iota inh: qHTS for Inhibitors of Polymerase Iota; Pol iota fluorescent replication assay, 10 min; Potency, µM (highest dose often 115 µM), for inactives: at the top dose activity, negative = inhibition, hits mostly inhibitors; 390,000 tested, 1% active; AID 588590, 2011; also: potency is read from the fitted curve at half-maximal effect
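Fluorescent replication assay read twice, at 0 min and 10 min after adding 50 nM (final) substrate. Enzyme (10 nM) and compounds were first incubated 15 min at room temperature; enzyme-free buffer wells were negative controls.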
Pol kappa inh: qHTS for Inhibitors of Polymerase Kappa | Potency, µM (doses to about 107 µM), inactives show at the highest dose activity, negative = inhibition, hits mostly inhibitors | purified Pol kappa, fluorescent DNA synthesis assay, 10 min | 400,000 tested, 0.53% active | DNA polymerase kappa (Homo sapiens), Q9UBT6; also: potency is read from the fitted curve at half-maximal effect; % is scaled to controls: 0 for no effect and ±100 for the full control effect
Target sequence (Q9UBT6 whole entry, looked up): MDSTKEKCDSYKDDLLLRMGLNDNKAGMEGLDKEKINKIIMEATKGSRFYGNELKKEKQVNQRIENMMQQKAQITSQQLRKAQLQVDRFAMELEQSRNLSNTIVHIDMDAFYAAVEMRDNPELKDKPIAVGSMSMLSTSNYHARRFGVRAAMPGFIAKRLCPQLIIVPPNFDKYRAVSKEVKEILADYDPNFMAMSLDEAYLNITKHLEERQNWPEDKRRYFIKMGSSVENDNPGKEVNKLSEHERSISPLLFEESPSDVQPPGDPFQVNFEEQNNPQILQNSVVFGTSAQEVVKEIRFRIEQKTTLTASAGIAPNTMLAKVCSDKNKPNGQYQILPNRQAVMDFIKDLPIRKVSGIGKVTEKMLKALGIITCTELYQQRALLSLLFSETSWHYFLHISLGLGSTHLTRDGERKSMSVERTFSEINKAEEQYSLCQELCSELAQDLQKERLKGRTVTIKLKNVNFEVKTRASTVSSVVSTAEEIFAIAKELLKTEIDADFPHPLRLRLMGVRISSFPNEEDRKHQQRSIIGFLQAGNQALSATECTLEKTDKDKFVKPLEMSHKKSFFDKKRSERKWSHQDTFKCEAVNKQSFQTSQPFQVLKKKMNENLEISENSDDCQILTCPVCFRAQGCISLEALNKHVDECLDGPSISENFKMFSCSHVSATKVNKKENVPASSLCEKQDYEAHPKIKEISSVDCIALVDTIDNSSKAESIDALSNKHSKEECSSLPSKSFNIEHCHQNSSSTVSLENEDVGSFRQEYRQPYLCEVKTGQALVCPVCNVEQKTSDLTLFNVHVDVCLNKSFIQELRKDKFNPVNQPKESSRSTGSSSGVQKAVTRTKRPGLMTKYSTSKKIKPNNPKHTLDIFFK
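Readout: fluorescence, taken kinetically at 0 and 10 min. Conditions: 10 nM Pol kappa, 15 min RT compound preincubation, 50 nM substrate final. Controls: enzyme-free buffer wells.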
ERG Ets-DNA blk: qHTS for Small Molecule Inhibitors of the ERG Ets/DNA interaction | Transcriptional regulator ERG (Homo sapiens), P11308 | fluorescence polarization, His-ERG Ets domain / labelled DNA | Potency, µM (series often up to 76.9 µM), inactives show at the highest dose FP activity, negative = inhibition, hits mostly inhibitors | 370,000 tested, 0.028% active | AID 624246, 2012; active = well fitted inhibition curve with a large enough effect in the polarisation, with a control signal flat; inconclusive = small, poorly fitted or top-dose-only effect, or effect the other way, or a change in a side signal; inactive = no such curve, though single readings can be large or run the other way; the % refers to the polarisation;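 also: polarization taken with two DNA probes labelled with fluorescein and Texas red; potency is read from the fitted curve at half-maximal effect; % of control where 0% means no effect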
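His-tagged ERG Ets domain (1 uM in the protein solution; 300mM KCl, 50mM Tris-HCl, 1mM EDTA, 1mM DTT, pH 7.5) received compound, then a probe mix of 5 nM fluorescein-DNA and 100nM Texas-615-DNA. Fluorescence polarization was read for both dyes.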
ALOX12 inh: Primary qHTS assay for inhibitors of human arachidonate 12S-lipoxygenase (ALOX12): Round 2; Polyunsaturated fatty acid lipoxygenase ALOX12 (Homo sapiens), P18054; purified 12hLO, xylenol orange hydroperoxide absorbance; Potency, µM (series often up to 108 µM), without a hit: at the top dose activity change, negative = inhibition, usual class: inhibitors; 580,000 tested, 1.1% active; also: potency is read from the fitted curve at half-maximal effect; % is scaled to controls: 0 for no effect and ±100 for the full control effect
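Purified human 12hLO (150 nM final) in 25 mM Hepes, 0.01% Triton X-100, pH 7.0 was preincubated 15 min at room temperature with compound. Then 40 uM arachidonic acid was added, 30 min. Hydroperoxide was read by Fe-XO absorbance ratio 573/405 nm.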
BLM helicase inh: qHTS Assay for Inhibitors of Bloom's syndrome helicase (BLM) | Potency, µM (series often up to 56.1 µM), for the others: at the highest dose activity change, negative = inhibition, actives largely listed as inhibitors | 350,000 tested, 0.2% active | RecQ-like DNA helicase BLM (Homo sapiens), P54132 | recombinant BLM DNA unwinding, fluorescence dequenching;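 also: potency is read from the fitted curve at half-maximal effect; plate controls were vehicle for no effect and no enzyme for full effect; nearly all actives have a fitted effect of over 35% in size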
* marks the source's active call; other numbers are inactive results; ? = inconclusive; nt = not tested or not shown; & = joins results of further samples; [ ] = dose if it differs, or a comment. Unless noted, calls follow the shape of the dose curve; as a rule, active = well fitted curve in the direction sought with a large enough effect; inconclusive = small, poorly fitted or top-dose-only effect, or another doubt; inactive = no such curve, though single readings can be large; an effect the other way counts as inactive or inconclusive. Not all compounds are listed, so the mix of outcomes need not match the whole.

SMILES | TRHR ag | Apoferritin bind | APE1 inh | Pol beta inh | Pol iota inh | Pol kappa inh | ERG Ets-DNA blk | ALOX12 inh | BLM helicase inh
CC(=O)Oc1ccc(C#C/C=C2\c3ccccc3C(=O)N2c2ccccc2)cc1 | nt | nt | -8% | nt | 6% | -11% | -1% | nt | nt
CC(C)c1ccc2oc3nc(N)c(C(=O)O)cc3c(=O)c2c1 | -0.2 | -9% | -4% | -1% | nt | 7%[19.4 µM] | nt | -6%[57.4 µM] | 4%&-2%
Cc1cccc(Cn2c(CN3CCC(C(=O)NCc4ccccc4Cl)CC3)cc3ccccc32)c1 | 0.0 | 1% | nt | -2% | 24% | -6%[60.1 µM] | -2% | ? | -6%
CCc1ccc(OCC(=O)NCCc2ccc3c(c2)OCCO3)cc1 | 0.0 | nt | -10% | nt | 19% | 2% | -8% | 2% | nt
CCC(=O)N1CCc2cc(S(=O)(=O)N3CCN(c4ccccc4F)CC3)ccc21 | 0.7 | 3% | nt | 1% | 5% | 18% | 8% | -5% | -1%
COc1ccc(Cn2cnc3sccc3c2=O)cc1 | -0.8 | -14% | 0% | 19% | 10% | 2% | 8% | 0% | 1%
O=C(NCCC(=O)N1CCN(c2cccc(Cl)c2)CC1)c1ccc(Br)cc1 | 0.5 | nt | 29% | nt | -7% | -18% | 22% | -42% | nt
CCCCn1c(N)c(N(CC(C)C)C(=O)c2cccc(-n3cnnn3)c2)c(=O)[nH]c1=O | 0.4 | nt | 43% | nt | 17% | 1% | -5% | -23% | nt
CCN(CC)CCN1C(=O)C(=O)/C(=C(/O)c2ccc(OC)c(OC)c2)C1c1ccccn1 (stereo not drawn) | 0.5 | -4% | 5% | -1% | -14% | -8% | 2% | -11% | -10%
O=S(=O)(c1ccccc1)N1CCN(c2ncccn2)CC1 | 0.5 | -8% | 1% | 11% | -13%[58.9 µM] | 0% | -3% | 13% | -8%
O=C(Nc1ccc(Cl)c(Cl)c1)N(Cc1c[nH]c2ccccc12)C1CCCCC1 | 2.3 | -19% | nt | ? | 1% | -20% | -3% | -20% | -2%
O=C1[C@H]2[C@@H](c3ccc(F)cc3)N3C(=O)N(c4cccc(Br)c4)C(=O)[C@@]3(Cc3ccc(Cl)cc3)[C@H]2C(=O)N1C1CCCCC1 | 0.9 | -8% | 2% | -7% | 25% | -16% | -5% | 2% | -9%
COc1ccc(NC2CCCN(C(=O)c3ccccc3N3CCOCC3)C2)cc1OC (stereo not drawn) | 0.1 | -6% | 7% | 13% | 16% | -14% | 1% | nt | -3%
O=C(NCCS(=O)(=O)N1CCCCC1)c1ccccc1 | 0.1 | nt | 4% | nt | -10% | -1% | 13% | 9% | nt
CC(Oc1ccc(Cl)cc1Cl)C(=O)Nc1cccc(O)c1 (stereo not drawn) | 0.6 | ? | -1% | -25% | 42%[activator] | 0% | -1% | ? | -9%
CCC1CN(C(=O)Nc2cc(OC)cc(OC)c2)c2ccccc2S1 (stereo not drawn) | -0.4 | 4% | nt | -28% | -23% | -22% | 4% | ? | -11%
COCCNC(=O)c1cc2cc(Br)cc(OC)c2oc1=O | 0.5 | 6% | 18% | 7% | -1% | -3% | -3% | -22% | -1%
Cc1nc(-c2cccc(S(=O)(=O)N3CC(C)OC(C)C3)c2)cs1 (stereo not drawn) | -0.2 | -12% | 3% | 24% | 5% | 4% | 6% | -26% | 0%
CC(=O)N/C(=C/c1ccccc1)c1ccccc1 | -0.2 | nt | 9% | nt | 8% | 0% | 0% | 10% | nt
CCOC(=O)c1cc2c(ccn2C)n1Cc1ccccc1Cl | -0.3 | -1% | 3% | -9% | ? | -11% | 0% | 12% | -4%
CC1CCCN(CCCNS(=O)(=O)c2cc(Br)cc3c2N(C(=O)C2CC2)CC3)C1 (stereo not drawn) | -0.1 | 6% | -6%[12.4 µM] | 3% | 83%[activator] | 3% | 2% | -27% | 7%
Cc1c(C(=O)Nc2cc(S(=O)(=O)N3CCOCC3)ccc2N2CCN(C)CC2)oc2ccccc12 | -0.4 | 9% | 2% | 2% | 12% | -5% | 16% | 0% | -7%
C=CCn1c(SCCN2CCCCC2)nc2c1c(=O)[nH]c(=O)n2C | 0.3 | -3% | -2% | 34% | 22% | 4% | 14% | -7% | 6%
COc1ccc(CCN2CC(C(=O)NCc3ccccc3)CCC2=O)cc1 (stereo not drawn) | 0.0 | -4% | 5% | 0% | 22% | -10% | 2% | 4% | -3%
Cc1cccc(NS(=O)(=O)c2cc3c4c(c2)CCN4C(=O)CC3)c1C | -0.2 | nt | 10% | nt | 26% | -2% | 6% | nt | nt
CCOC(=O)C1CCN(C(=O)CCn2c(=O)c3cccn3c3cccnc32)CC1 | 0.0 | -11% | 2% | 4% | 41%[activator] | -11% | 5% | 10% | 4%
O=C(Nc1ccc(N2CCN(C(=O)c3ccco3)CC2)cc1)c1ccccc1F | -0.1 | -4% | 24% | 4% | -25% | -1% | 42%[activator] | ? | -4%
CCc1[nH]c(=S)c(C#N)c2c1CCCC2 | -0.1 | -2% | 1% | -23% | -10% | 1% | -2% | ? | -2%

By substructure, the compounds so far containing four or more nitrogen atoms.
SMILES | TRHR ag | Apoferritin bind | APE1 inh | Pol beta inh | Pol iota inh | Pol kappa inh | ERG Ets-DNA blk | ALOX12 inh | BLM helicase inh
CCCCn1c(N)c(N(CC(C)C)C(=O)c2cccc(-n3cnnn3)c2)c(=O)[nH]c1=O | 0.4 | nt | 43% | nt | 17% | 1% | -5% | -23% | nt
O=S(=O)(c1ccccc1)N1CCN(c2ncccn2)CC1 | 0.5 | -8% | 1% | 11% | -13%[58.9 µM] | 0% | -3% | 13% | -8%
Cc1c(C(=O)Nc2cc(S(=O)(=O)N3CCOCC3)ccc2N2CCN(C)CC2)oc2ccccc12 | -0.4 | 9% | 2% | 2% | 12% | -5% | 16% | 0% | -7%
C=CCn1c(SCCN2CCCCC2)nc2c1c(=O)[nH]c(=O)n2C | 0.3 | -3% | -2% | 34% | 22% | 4% | 14% | -7% | 6%
CCOC(=O)C1CCN(C(=O)CCn2c(=O)c3cccn3c3cccnc32)CC1 | 0.0 | -11% | 2% | 4% | 41%[activator] | -11% | 5% | 10% | 4%
